ALOX12 inhib = qHTS Assay for Inhibitors of 12-hLO (12-human lipoxygenase); Polyunsaturated fatty acid lipoxygenase ALOX12 (Homo sapiens), P18054; purified 12-hLO, xylenol orange hydroperoxide absorbance; Potency, µM (highest dose often 57.1 µM), without a hit: at the highest dose activity change, negative = inhibition, usual class: inhibitors; 0.12% of 150,000 active; note: potency is the fitted concentration of half-maximal effect; nearly all actives have a fitted effect of over 55% in size; many of its hits are not listed in these tables
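Hydroperoxide formation by human 12-lipoxygenase from 40 uM arachidonic acid was followed colorimetrically via ferric-xylenol orange complex, using the 573/405 nm absorbance ratio. Enzyme concentration was 150 nM, with 30 min reaction at room temperature.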
IMPase cell inh = qHTS Assay for Identifying the Cell-Membrane Permeable IMPase Inhibitors; Inositol monophosphatase 1 (Rattus norvegicus), P97697; CHO-M1 cells, IP1 accumulation, HTRF TR-FRET ratio; inhibition (IP1 accumulation), % at 46.1 µM; 120,000 tested, under 10 active; AID 901, 2007; active = well fitted curve in the direction sought with a large enough effect in the signal ratio, not every such curve was filed as active; inconclusive = small, poorly fitted or top-dose-only effect, or a change in a side signal; inactive = no such curve, though single readings can be large or run the other way; the % refers to the signal ratio;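 note: cells stimulated with carbachol in lithium chloride buffer; plate controls were DMSO basal wells for no effect and reference inhibitor wells for full effect; higher means more IMPase inhibition seen as more IP1 and lower FRET ratio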
Target sequence (P97697 whole entry, looked up): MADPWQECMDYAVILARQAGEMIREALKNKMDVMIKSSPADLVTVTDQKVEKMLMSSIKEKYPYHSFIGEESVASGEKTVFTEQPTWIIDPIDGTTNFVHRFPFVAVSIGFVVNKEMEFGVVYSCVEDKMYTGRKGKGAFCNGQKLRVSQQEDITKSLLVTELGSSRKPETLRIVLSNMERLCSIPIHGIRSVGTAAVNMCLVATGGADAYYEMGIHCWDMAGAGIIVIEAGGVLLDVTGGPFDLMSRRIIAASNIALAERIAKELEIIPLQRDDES
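Measured: the HTRF emission ratio (665/620 nm) plus the 620 nm donor channel, each fitted to the Hill equation to give AC50. Cells were CHO-M1 given compounds up to 46 uM and a 30 min carbachol stimulation at 37C.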
PNC inhibitor = High Content Assay for Compounds that inhibit the Assembly of the Perinucleolar Compartment; 3.1% of 140,000 active; activity change (PNC), negative = inhibition, % at 10 µM; PC3M PTB-GFP, PNC prevalence imaging, 16 h; stronger effect = lower value;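 active = readout at or below -70, meaning at least 70% loss of cells showing the perinucleolar compartment, a nuclear body marking cancer cells; inconclusive = readout between -30 and a set limit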;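 note: plate controls were DMSO wells for no effect and camptothecin positive control wells for full effect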
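Read-out is percentage of cells bearing a perinucleolar compartment, from automated 20x imaging of fixed, Hoechst-stained PC3M PTB-GFP cells. Cells were seeded 4 h, then exposed 16 h to compound (23 nl of library stock) in duplicate plates.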
15-hLO-2 inh = qHTS Assay for Inhibitors of 15-hLO-2 (15-human lipoxygenase 2); Polyunsaturated fatty acid lipoxygenase ALOX15B (Homo sapiens), O15296; purified 15hLO-2, xylenol orange hydroperoxide absorbance; Potency, µM (titrated, usually from 57.1 µM), for inactives: top-dose activity change, negative = inhibition, most hits filed as inhibitors; 0.56% of 110,000 active; note: potency is the fitted concentration of half-maximal effect; nearly all actives have a fitted effect of over 60% in size; many of its hits are not listed in these tables
Target sequence (O15296 whole entry, looked up): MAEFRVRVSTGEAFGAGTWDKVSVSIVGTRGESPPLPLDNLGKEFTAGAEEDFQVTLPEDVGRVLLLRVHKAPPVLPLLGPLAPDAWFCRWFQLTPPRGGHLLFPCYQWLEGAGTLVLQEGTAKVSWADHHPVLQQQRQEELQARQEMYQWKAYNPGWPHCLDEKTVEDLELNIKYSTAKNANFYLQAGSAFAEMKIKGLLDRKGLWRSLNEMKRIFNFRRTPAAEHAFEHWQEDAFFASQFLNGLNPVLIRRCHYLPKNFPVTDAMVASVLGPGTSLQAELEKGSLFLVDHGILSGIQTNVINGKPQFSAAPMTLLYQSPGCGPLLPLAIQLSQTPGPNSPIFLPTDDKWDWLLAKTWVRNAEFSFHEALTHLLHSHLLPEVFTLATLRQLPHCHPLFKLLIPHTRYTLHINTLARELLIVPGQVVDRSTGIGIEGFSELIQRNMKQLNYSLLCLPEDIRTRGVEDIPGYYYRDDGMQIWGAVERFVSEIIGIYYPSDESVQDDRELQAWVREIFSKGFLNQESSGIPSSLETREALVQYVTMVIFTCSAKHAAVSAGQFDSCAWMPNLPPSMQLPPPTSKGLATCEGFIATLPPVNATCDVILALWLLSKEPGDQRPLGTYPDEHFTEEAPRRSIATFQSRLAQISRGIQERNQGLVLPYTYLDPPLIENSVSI
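Purified human 15hLO-2 (50 nM) preincubated 15 min with compound, then 45 uM arachidonic acid for 90 min at RT in 25 mM Hepes pH 7.5, 0.01% Triton X-100. Hydroperoxide detected by Fe-xylenol orange; 573/405 nm absorbance ratio.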
* marks the source's active call; other numbers are inactive results; ? = inconclusive; nt = no result given; & = joins results of further samples; [ ] = remark or other dose. Unless noted, calls come from the whole dose curve; as a rule, active = well fitted curve in the direction sought with a large enough effect; inconclusive = small, poorly fitted or top-dose-only effect, or another doubt; inactive = no such curve, though single readings can be large; an effect the other way counts as inactive or inconclusive. Unless noted, % is set by controls: 0 for no effect and ±100 for the full control effect.

cpd | molecule | PNC inhibitor | ALOX12 inhib | IMPase cell inh | 15-hLO-2 inh
1 | COc1ccc(-c2cc(C(F)(F)F)nc(SCC(=O)Nc3cc(C)on3)n2)cc1 | ? | -2% | -8 | -2%
2 | CCOC(=O)NC(NCc1ccccc1Cl)(C(F)(F)F)C(F)(F)F | -9 | 0% | 13 | 10%
3 | CCc1ccc2c(Cl)c(C(=O)N/N=C/c3c[nH]c4ccccc34)sc2c1 | 90 | -2% | -2 | 3%
4 | N#Cc1nc(COc2ccccc2Cl)oc1NCc1ccc(F)cc1 | ? | -17% | 2 | -6%
5 | O=C(CCn1nnc2ccccc2c1=O)N[C@H](C(=O)O)c1ccccc1 | -11 | 0% | 3 | -1%
6 | O=C(NCCCn1ccnc1)C(=O)NCC1OCCN1S(=O)(=O)c1ccc(F)cc1 (stereo not drawn) | 5 | -1% | nt | nt
7 | CC1(C)CC(=NOC(=O)c2ccccc2)CC(C)(C)N1O | -27 | -2% | nt | nt
8 | N#Cc1ccc(NC(=O)Nc2ccc(Cl)cc2)cc1 | -21 | 1% | 23 | -1%
9 | O=C(CCc1ccccc1)Nc1ccc(Cl)cn1 | ? | -7% | 8 | 12%
10 | O=c1[nH]cnc2nc[nH]c12 | nt | 0% | nt | 2%
11 | CCOc1c(OC(C)=O)ccc(/C=C/c2ccc3cccc(OC)c3n2)c1[N+](=O)[O-] | 0 | -8% | nt | nt
12 | Cc1ccc(/C=N/N2CCN(Cc3ccc(Cl)cc3)CC2)o1 | -24 | -24% | 13 | 10%
13 | Cc1ccc(NC(=O)COC(=O)C2COc3ccccc3O2)cc1S(=O)(=O)N1CCOCC1 (stereo not drawn) | 4 | -1% | nt | nt
14 | CC(=O)N1CCN(c2ccc(Nc3ncnc4c3oc3ccccc34)cc2)CC1 | -13 | -5% | 27 | -11%
15 | CC(C)CC(=O)NC(=S)NCCc1ccccc1 | 49 | -17% | 7 | ?
16 | O=C(Nc1nccs1)c1cc2sccc2n1Cc1ccc(F)cc1 | 40 | -1% | -12 | 1%
17 | Cn1cc(C(=O)c2cccc(Cl)c2Cl)cc1C(=O)O | ? | 1% | -6 | -17%
18 | Cc1ccc(Nc2cc(=O)oc3ccccc23)c(C)c1 | 143 | 2% | 3 | 3%
19 | Cn1c(=NC(=O)c2ccccc2[N+](=O)[O-])sc2cc(S(C)(=O)=O)ccc21 | 21 | 0% | nt | nt
20 | O=C(Nc1ccccc1N1CCCC1)c1cccnc1Cl | 43 | 0% | 11 | nt

(next part)
cpd | molecule | PNC inhibitor | ALOX12 inhib | IMPase cell inh | 15-hLO-2 inh
21 | COc1ccc(CNC(=O)COC(=O)c2ccc(OCc3c(C)noc3C)cc2)cc1OC | -12 | -4% | nt | nt
22 | CCCn1c(-c2ccc(F)cc2)nc2c(NC3CCN(Cc4ccccc4)C3)nc(C)nc21 (stereo not drawn) | nt | -5% | nt | 14%
23 | COc1ccccc1-c1cc(C(F)(F)F)nc(N2CCN(c3ccccc3)CC2)n1 | 17 | -2% | 3 | -9%
24 | CCCNC(=S)N1CCN(C)CC1 | -6 | -1% | nt | nt
25 | C[C@@H]1C[C@@H]2[C@H]3CCC4=CC(=O)C=C[C@]4(C)[C@]3(F)[C@@H](O)C[C@@]2(C)[C@@]1(O)C(=O)CO | nt | 0%&2% | -8&4 | 19%&-7%
26 | Cc1ccc(N2CCCCn3c2nc2c3c(=O)[nH]c(=O)n2C)cc1 | -12 | -7% | 2 | -3%
27 | CCOC(=O)c1c(NC(=O)OC)sc2c1CCC2 | 10 | 1% | 6 | -3%
28 | O=C(C1CCCN1S(=O)(=O)c1cccc2cccnc12)N1CCn2c1nc1ccccc12 (stereo not drawn) | 31 | -4% | 1 | nt
29 | CC(=O)c1cccc(NC(=O)C2CCN(S(=O)(=O)c3ccc(C)cc3)CC2)c1 | 18 | -1% | 5 | nt
30 | Cc1cccc(C)c1OCC(C)N (stereo not drawn) | nt | 2% | nt | 4%
31 | Cc1cc2nc(-c3ccc(SCC(=O)N4CCN(C(=O)c5ccco5)CC4)nc3)[nH]c2cc1C | -28 | 15% | -10 | 45%[activator]
32 | Cc1ccc(NC(=O)c2ccc(OC(=S)N3CCOCC3)cc2)cc1 | ? | 0% | ? | 5%
33 | c1ccc(-c2csc(Nc3ncccn3)n2)cc1 | -22 | -4% | -6 | nt
34 | CCc1nnc(NC(=O)Nc2ccccc2OC)s1 | 30 | -3% | 1 | -7%
35 | CC1(C)CC(=O)c2c(oc3cc4c(cc23)OCO4)C1 | nt | ? | nt | 6%
36 | COC(=O)CNC(c1ccccc1)c1cc(Cl)ccc1NC(=O)c1cccc(Cl)c1 (stereo not drawn) | -14 | 2% | nt | nt
37 | COc1cccc(/C=C2\C(=O)C(=O)c3ccccc32)c1 | ? | -6% | -9 | -21%
38 | Cc1nnc(SCc2ccccc2)nc1/C=C/NOCc1ccc(Cl)cc1Cl | 24 | -2% | 1 | -24%
39 | CN(C)S(=O)(=O)c1ccc(C(=O)NCCOc2ccc(F)cc2)cc1 | 36 | -1% | 2 | -8%
40 | COc1ccc2c(c1)OC/C(=C/c1ccc(OC)c(OC)c1)C2=O | nt | -4% | nt | -12%

(list continues)
cpd | molecule | PNC inhibitor | ALOX12 inhib | IMPase cell inh | 15-hLO-2 inh
41 | Cc1nnc(NC(=O)CSc2nc(C(C)C)nc3sc(C)c(C)c23)s1 | 11 | 0% | 6 | 6%
42 | O=C(NCCN1CCCCC1)c1ccc2c(c1)OCCO2 | 29 | 3% | 4 | -2%
43 | Cc1sc(-c2ccccn2)nc1OC(=O)c1cccc(Cl)c1Cl | 31 | -1% | 14 | 7%
44 | O=C(NCc1ccco1)c1cc2nc(C3CC3)cc(C(F)(F)F)n2n1 | 2 | -4% | 2 | 4%
45 | CC(C)NC(=O)c1sc2nc3c(c(-c4cccs4)c2c1N)CN(C)CC3 | 32 | -2% | ? | 1%
46 | Cc1cc(C(F)(F)F)nn1CC(=O)NCc1ccccc1 | 1 | 1% | 5 | 0%
47 | COc1ccccc1C(=O)Nc1sc2c(c1C(=O)NCc1ccco1)CCCC2 | 30 | 0% | 3 | -19%
48 | CCN1C(=O)N(CC)C2C1N(C(C)=O)C(=O)N2C(C)=O (stereo not drawn) | ? | 3% | 4 | nt
49 | Cc1sc2nc(COC(=O)C(NC(=O)c3ccc(Cl)cc3Cl)C(C)C)[nH]c(=O)c2c1C (stereo not drawn) | -18 | 0% | nt | nt
50 | NNC(=O)COc1ccc(F)cc1 | 42 | -7% | nt | nt
51 | O=CNC(Cc1ccccc1)C(=O)O (stereo not drawn) | -11 | 2% | 1 | -2%
52 | CCCCCC/C(C=O)=C\c1ccccc1 | nt | 1% | nt | -2%
53 | CC(=O)NN1C(=O)c2ccccc2NC1c1ccccn1 (stereo not drawn) | -1 | -1% | -12 | nt
54 | COc1ccc2c(CC(=O)Nc3cccc(S(=O)(=O)N4CCOCC4)c3)coc2c1 | 15 | -8% | 0 | nt
55 | COc1cc(NC(=O)c2onc(C)c2Cl)c(OC)cc1Cl | -17 | 3% | -4 | nt
56 | Cc1cccc(Oc2cc([N+](=O)[O-])cc3c2C(=O)Nc2ccccc2O3)c1 | -83* | -7% | nt | nt
57 | Cc1cc(C)c(C)c(S(=O)(=O)NCC(=O)Nc2sc3c(c2C(N)=O)CCCC3)c1C | -11 | -4% | -12 | -16%
58 | CCc1ccc(Nc2cc(=O)n(C3CCCCC3)c(=O)[nH]2)cc1 | 18 | -7% | 5 | -6%
59 | Cc1cc(=O)n2c(nc3ccccc32)[nH]1 | ? | 1% | -2 | nt
60 | CCN1CCN(C(c2ccccc2)c2nnnn2Cc2ccccc2)CC1 (stereo not drawn) | 43 | 11% | -1 | nt

Some of the entries above, set out differently.
43) Cc1sc(-c2ccccn2)nc1OC(=O)c1cccc(Cl)c1Cl
  PNC inhibitor: 31 | ALOX12 inhib: -1% | IMPase cell inh: 14 | 15-hLO-2 inh: 7%
44) O=C(NCc1ccco1)c1cc2nc(C3CC3)cc(C(F)(F)F)n2n1
  PNC inhibitor: 2 | ALOX12 inhib: -4% | IMPase cell inh: 2 | 15-hLO-2 inh: 4%
45) CC(C)NC(=O)c1sc2nc3c(c(-c4cccs4)c2c1N)CN(C)CC3
  PNC inhibitor: 32 | ALOX12 inhib: -2% | IMPase cell inh: ? | 15-hLO-2 inh: 1%
46) Cc1cc(C(F)(F)F)nn1CC(=O)NCc1ccccc1
  PNC inhibitor: 1 | ALOX12 inhib: 1% | IMPase cell inh: 5 | 15-hLO-2 inh: 0%

Additional structures:
cpd | molecule | PNC inhibitor | ALOX12 inhib | IMPase cell inh | 15-hLO-2 inh
61 | C/C=C/c1ccc(OCCCCOc2c(OC)cccc2OC)c(OC)c1 | 43 | 10% | nt | nt
62 | O=c1nc(NCc2ccccc2Cl)cn[nH]1 | ? | 2% | -6 | -5%
63 | Brc1ccc2c(c1)C(C1=NCCN1)c1ccccc1CS2 (stereo not drawn) | -109* | 0% | nt | nt
64 | COc1ccc(C(=O)Nc2nc(-c3cccs3)c(NC(C)=O)s2)cc1 | 181 | 0% | -9 | nt
65 | CCOC(=O)c1cccc(N2C(=O)C3C(C(=O)NC4CC4)C4(C)C=CC3(O4)C2C(=O)NC(C)(C)C)c1 (stereo not drawn) | -22 | -6% | 1 | -1%
66 | CCOC(=O)c1c(C)[nH]c(C(=O)CSc2nnnn2-c2ccc(C)cc2)c1C | 42 | 1% | -3 | -2%
67 | CCCC(C)C(=O)Nc1cccc(NC(C)=O)c1 (stereo not drawn) | ? | 2% | -3 | 4%
68 | CCn1c(N2CCC(C)CC2)nc2c1c(=O)n(C)c(=O)n2C | 25 | 8% | -4 | -6%
69 | O=C(Nc1nc(-c2ccco2)c(-c2ccco2)s1)C1CC(=O)N(c2ccc3c(c2)OCCO3)C1 (stereo not drawn) | 0 | ? | -1 | ?
70 | O=C(CCc1ccccc1)NNC(=O)C12CC3CC(CC(C3)C1)C2 | -3 | -3% | -4 | -4%
71 | COc1cccc(-n2c(COc3ccccc3C)nnc2SCC(=O)O)c1 | ? | -2% | -4 | -12%
72 | CC(C)NC(=S)N/N=C/c1cc(Br)ccc1O | ? | -21% | nt | nt
73 | CC(C)c1ccccc1NC(=O)COc1ccc(C(=O)NCCc2ccccc2)cc1 | 2 | -6% | 5 | nt
74 | CC(=O)NC(Cc1c[nH]c2ccccc12)C(=O)N1CCc2ccccc2C1 (stereo not drawn) | 36 | 1% | 3 | -1%
75 | Cc1cc(C)cc(Oc2nn[nH]n2)c1 | 37 | 3% | -1 | -2%

Some of the entries so far, field by field.
[64] COc1ccc(C(=O)Nc2nc(-c3cccs3)c(NC(C)=O)s2)cc1
  PNC inhibitor: 181	ALOX12 inhib: 0%	IMPase cell inh: -9	15-hLO-2 inh: nt

[65] CCOC(=O)c1cccc(N2C(=O)C3C(C(=O)NC4CC4)C4(C)C=CC3(O4)C2C(=O)NC(C)(C)C)c1 (stereo not drawn)
  PNC inhibitor: -22	ALOX12 inhib: -6%	IMPase cell inh: 1	15-hLO-2 inh: -1%

[66] CCOC(=O)c1c(C)[nH]c(C(=O)CSc2nnnn2-c2ccc(C)cc2)c1C
  PNC inhibitor: 42	ALOX12 inhib: 1%	IMPase cell inh: -3	15-hLO-2 inh: -2%

[67] CCCC(C)C(=O)Nc1cccc(NC(C)=O)c1 (stereo not drawn)
  PNC inhibitor: ?	ALOX12 inhib: 2%	IMPase cell inh: -3	15-hLO-2 inh: 4%
